# Assay outcomes from PubChem BioAssay.
# Mtb UGM inh: blocks M. tuberculosis UGM enzyme; P9WIQ1; purified UGM, fluorescence polarization probe displacement; inhibition, % at 10 µM; 0.06% of 320,000 active; in the data active means inhibition above about 10%, passing the limit was not always enough
# MazEF act: activators of E. coli MazEF toxin-antitoxin RNase; FAM/BHQ RNA-DNA oligo cleavage fluorescence, 5 h; AID 504720; activation, % at 20 µM; 0.32% of 350,000 active; P0AE70; in the data active means activation above about 50%
# Target sequence (P0AE70 whole entry, looked up): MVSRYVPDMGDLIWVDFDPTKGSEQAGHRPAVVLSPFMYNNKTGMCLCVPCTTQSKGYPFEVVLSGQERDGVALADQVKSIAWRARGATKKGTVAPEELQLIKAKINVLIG
# PriA SSB inh: inhibitors of Klebsiella pneumoniae PriA binding to SSB C-terminal tail | AlphaScreen SSBct-PriA binding, biotinylated peptide | inhibition, % at 33 µM | 0.6% of 430,000 active | AID 1272365; in the data active means inhibition mostly above about 37%, no sharp cut-off; inactive means mostly below about 20%;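 further: plate controls were negative control peptide for no effect and reference peptide for full effect; strong numbers were not always called active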
# Rv3671c inh: Rv3671c (M. tuberculosis) protease inhibition | P9WHR9 | inhibition, % at 5.96 µM | 0.048% of 320,000 active; in the data active means inhibition above about 38%;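 further: extracellular domain of Rv3671c used as enzyme; 0% = enzyme with DMSO and 100% = no enzyme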
# Target sequence (P9WHR9 whole entry, looked up, the tested form may be a part): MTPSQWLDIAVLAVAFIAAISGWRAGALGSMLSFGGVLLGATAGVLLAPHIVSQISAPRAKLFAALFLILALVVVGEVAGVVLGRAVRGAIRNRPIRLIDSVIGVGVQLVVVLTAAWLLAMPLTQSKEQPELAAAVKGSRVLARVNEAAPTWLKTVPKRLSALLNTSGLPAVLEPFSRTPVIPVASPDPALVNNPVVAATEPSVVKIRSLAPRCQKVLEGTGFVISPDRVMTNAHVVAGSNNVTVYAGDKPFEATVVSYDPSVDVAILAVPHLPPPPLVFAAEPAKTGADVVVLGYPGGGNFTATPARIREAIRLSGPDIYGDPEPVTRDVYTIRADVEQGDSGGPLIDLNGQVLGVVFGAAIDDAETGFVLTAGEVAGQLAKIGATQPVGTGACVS
# BH1578 lux ind: induces V. cholerae light production without autoinducers; V. cholerae BH1578 lux reporter, luminescence, 6 h; activation, % at 18.7 µM; 0.16% of 350,000 active; AID 588436; in the data active means activation mostly above about 9.7%, no sharp cut-off; further: not every result past the cut was called active; inactives centre near 0; reference of the scale not given here
# BioA inh: BioA (M. tuberculosis) enzyme inhibition; purified M. tuberculosis BioA enzyme, plate reader; inhibition, % at 9.99 µM; 0.096% of 360,000 active; in the data active means inhibition above about 40%
# DUSP3 inh: DUSP3 (human) phosphatase inhibition | recombinant VHR phosphatase, pNPP absorbance | inhibition, % at 13.3 µM | 0.52% of 290,000 active | AID 1654; in the data active means inhibition above about 50%; further: some compounds called inactive have numbers as strong as hits
# Target sequence (P51452 whole entry, looked up): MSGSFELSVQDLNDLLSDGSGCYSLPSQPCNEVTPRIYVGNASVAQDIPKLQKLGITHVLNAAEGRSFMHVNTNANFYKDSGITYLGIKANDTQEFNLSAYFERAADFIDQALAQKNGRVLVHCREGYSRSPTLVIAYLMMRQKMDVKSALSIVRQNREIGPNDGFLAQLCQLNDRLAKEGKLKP
# FBA Mtb inh: Mtb fructose-bisphosphate aldolase inhibition. purified M. tuberculosis FBA, fluorescence read-out. 2.3% of 360,000 active. inhibition, % at 1 µM; in the data active means inhibition above about 27%;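 further: 0% = vehicle and 100% = reference inhibitor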
# Target sequence (P9WQA3 whole entry, looked up): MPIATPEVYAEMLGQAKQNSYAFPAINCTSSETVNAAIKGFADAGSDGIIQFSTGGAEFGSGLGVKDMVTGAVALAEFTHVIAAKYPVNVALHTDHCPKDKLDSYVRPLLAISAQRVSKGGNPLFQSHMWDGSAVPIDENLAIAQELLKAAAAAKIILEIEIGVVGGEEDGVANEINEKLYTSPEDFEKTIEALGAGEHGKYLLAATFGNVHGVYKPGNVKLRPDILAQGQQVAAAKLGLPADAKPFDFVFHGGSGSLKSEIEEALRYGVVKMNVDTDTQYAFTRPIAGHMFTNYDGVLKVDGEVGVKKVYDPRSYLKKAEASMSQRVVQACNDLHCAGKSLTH
# GDH-TPI inh: inhibits GDH-TPI coupling enzymes, artifact for Mtb FBA screen; 1.2% of 360,000 active; AID 588335; GDH-TPI coupled enzyme counterscreen, NADH absorbance; inhibition, % at 4.8 µM; in the data active means inhibition above about 30%;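 further: 0% = DMSO wells and 100% = wells lacking the enzyme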
# SARS 3CLpro inh: SARS-CoV 3CLpro protease inhibition; 0.14% of 290,000 active; recombinant SARS-CoV 3CLpro, quenched FRET peptide cleavage; inhibition, % at 6 µM; in the data active means inhibition above about 12%
# Active calls of the source: *; i = inactive; . = not tested or not shown; & = joins results of further samples. These rows are one share of the data, so the mix of outcomes need not match the whole.
SMILES,Mtb UGM inh,MazEF act,PriA SSB inh,Rv3671c inh,BH1578 lux ind,BioA inh,DUSP3 inh,FBA Mtb inh,GDH-TPI inh,SARS 3CLpro inh
Cc1c(Cl)cccc1NC(=O)Nc1ccc(C(N)=O)cc1,-0.3,10,6,-9,i,.,-16,-1,-4,3
Cc1ccsc1/C=C1\SC(N2CC(C)OC(C)C2)=NC1=O (configuration not stated),1.6,4,4,-2,-0.2,.,2,-1,20,-3
Cn1cc(Cl)c(C(=O)NC(=S)Nc2sc3c(c2C#N)CCCCC3)n1,-0.7,-5,2,9,-0.4,.,5,2,1,4
Cc1cc(NC(=O)c2cccc(S(=O)(=O)N3CCCC3)c2)no1,0.3,1,-20,-6,-0.4,.,-12,0,7,1
O=C(C(Sc1ccccc1)c1ccccc1)N1CCOCC1 (configuration not stated),-1.9,-3,-5,8,-0.5,0.9,22,0,1,0
O=C(O)CCN1C(=O)c2ccc(NC(=O)c3ccco3)cc2C1=O,-1.5,8,-19,0,i,-0.3,12,10,4,-3
CCOc1cc2c(C#N)c(N3CCNCC3)nc(N)c2c(N)n1,-0.7,13,9,7,i,2.7,-6,40*,10,0
CC(=O)C1=C(C)NC(=O)NC1c1cc(Br)ccc1OCC#N (configuration not stated),1.1,2,-14,-1,-0.6,0.1,-16,4,7,3
Cc1cc(-c2cccs2)nc(-n2cccc2)n1,-3.5,-8,-48,-9,i,1.4,9,3,-1,0
Cc1cc(C)cc(N(CC(=O)NC2CCCC2)C(=O)c2csnn2)c1,-0.6,-23,4,5,-3.8,-0.5,12,1,-4,1
Cc1ccc(-c2n[nH]c(=O)c3ccccc23)cc1S(N)(=O)=O,-0.5,-4,-30,7,-0.8,-1.0,14,0,0,1
C=CCNC(=O)CSc1cc([N+](=O)[O-])cc(S(=O)(=O)Cc2ccccc2)c1,-1.9,-3,17,4,-0.4,-1.0,-8,-2,-1,7
COc1cc(CCCN2CCNC[C@H]2Cc2cccc3ccccc23)cc(OC)c1OC,-1.8,14,2,7,-0.5,-0.5,.,0,0,.
Cc1[nH]c2ccccc2c1C(=O)CN1C(=O)C(=O)N(CCC2=CCCCC2)C1=O,-2.4,6,-10,-19,0.1,-2.9,.,-3,12,.
O=C(NCCCN1CCOCC1)c1cc(Cl)ccc1OCc1ccccc1,0.3,2,-10,0,i,1.2,18,6,10,-9
C/C(=N\NC1=NCCN1)c1ccc(N)c([N+](=O)[O-])c1,-1.4,11,.,-4,-0.6,.,9,-1,0,2
CC(C)(C)C(=O)Nc1ccc(C(=O)OC2CCCCC2)cc1,0.4,7,-29&-15&-10,2,i,0.4,42,1,0,6
CC1Cc2ccccc2N1C(=O)CSc1ncccn1 (configuration not stated),3.7,-6,-2,-5,i,5.3,.,-1,-8,.
O=C1CC(=O)NC(SCC(=O)Nc2ccccc2[N+](=O)[O-])=N1,-0.3,6,-1,-10,i,0.5,-1,-3,10,1
CCCCCC(O)C=CC1C(O)CC(O)C1CC=CCCCC(=O)O (configuration not stated),.,6,.,.,-0.5,-1.1,.,0,-12,.
OC(CNCc1ccco1)COc1ccccc1 (configuration not stated),.,-4,-13,.,i,.,21,2,-8,0
CN(C(=O)c1ccc(OC2CCN(CCc3ccccc3)CC2)cc1)C1CCOC1 (configuration not stated),2.3,13,-9,6,-0.2,0.5,28,-7,-4,-4
CCOCCN(C(=O)COC)c1cccc(OC)c1,-0.2,4,-9,-6,0.7,-0.1,2,-2,7,0
COc1ccc(S(=O)(=O)N2CC(C)N(C(=O)N3CCOCC3)C2)cc1 (configuration not stated),-3.7,11,3,-3,-0.3,4.2,17,0,4,-1
CCOC(=O)C1CN(S(=O)(=O)c2cc(OC)ccc2OC)C1,2.5,2,-1,-4,i,-0.2,6,1,-9,1

# Reformatted tab-delimited: part of the list above.
SMILES	Mtb UGM inh	MazEF act	PriA SSB inh	Rv3671c inh	BH1578 lux ind	BioA inh	DUSP3 inh	FBA Mtb inh	GDH-TPI inh	SARS 3CLpro inh
Cc1cc(-c2cccs2)nc(-n2cccc2)n1	-3.5	-8	-48	-9	i	1.4	9	3	-1	0
Cc1cc(C)cc(N(CC(=O)NC2CCCC2)C(=O)c2csnn2)c1	-0.6	-23	4	5	-3.8	-0.5	12	1	-4	1
Cc1ccc(-c2n[nH]c(=O)c3ccccc23)cc1S(N)(=O)=O	-0.5	-4	-30	7	-0.8	-1.0	14	0	0	1

# Continuation:
SMILES,Mtb UGM inh,MazEF act,PriA SSB inh,Rv3671c inh,BH1578 lux ind,BioA inh,DUSP3 inh,FBA Mtb inh,GDH-TPI inh,SARS 3CLpro inh
CC(C)CC(=O)Nc1ccnn1C1CCN(C(=O)c2ccc(Cl)cc2F)CC1,2.5,9,-20,-1,-0.2,3.9,-53,-1,-6,-7
CCOC(=O)c1c(C)[nH]c(C(=O)OCc2ccc([N+](=O)[O-])cc2)c1C,-0.7,-6,1,0,-2.5,0.5,18,1,6,-5
CCCNC(=O)c1ccc2c(c1)ncn2-c1cc(C)cc(C)c1,-0.7,1,-5,4,-0.5,.,4,0,3,2
O=C(Cc1ccc(Br)cc1)N1CCN(c2ccccc2O)CC1,4.9,0,5,2,i,23,10,2,-2,4
OC1COC(OCc2ccccc2)C(O)C1O (configuration not stated),-0.4,4,0,-1,0.0,-1.0,37,0,1,-4
CN(Cc1ccccc1)C(=O)c1[nH]cnc1C(=O)NCc1ccc(CNC(=O)OC(C)(C)C)cc1,-1.5,3,-1,-7,i,0.9,.,-2,-3,.
CN(C(=O)CC1C(=O)NCCN1Cc1ccoc1)C1CCOCC1 (configuration not stated),2.2,4,-6,4,i,.,7,0,5,-5
CC1CCCC(C)N1C(=O)COC(=O)CNC(=O)c1ccccc1 (configuration not stated),-2.0,-1,-8,-4,1.5,-0.3,.,0,12,.
CC(=O)Nc1ccccc1NC(=O)C/C(C)=N/NC(=O)C1CCCCC1,-0.8,10,.,8,-0.3,2.8,28,2,-8,0
CCOc1ccc(S(=O)(=O)N2CCN(CC)CC2)cc1NC(=O)c1ccccc1F,1.5,6,11,-5,-0.3,0.1,-3,0,7,-8
COc1ccccc1NC(=O)C1=C(C)Nc2nc(CCCO)nn2C1c1ccc2c(c1)OCO2 (configuration not stated),1.5,2,7,3,-5.6,-1.5,-11,-2,1,2
COC(=O)NC1CCS(=O)(=O)C1 (configuration not stated),-0.5,-1,-1,1,i,.,13,2,0,-5
CC(=O)N1CCCN(Cc2nc(C3(c4ccc(C)cc4)CCCC3)no2)CC1,0.5,1,-9,7,-0.5,.,40,1,22,4
COc1ccc(-c2[nH]ncc2CN(C)C(C)c2ccon2)cc1F (configuration not stated),2.4,5,2,-9,0.1,.,25,1,2,0
Cc1cccc(-c2nnn(Cc3nnc(NC(=O)c4ccccc4)s3)n2)c1,1.6,-13,-2,1,0.4,-1.8,13,-1,10,1
Brc1ccc2[nH]c3c(NCc4ccccn4)ncnc3c2c1,-2.1,14,-15,3,-0.9,-0.6,17,2,-1,9
Cc1ccc(C(=O)NCC(=O)N(C)Cc2ccccc2C)s1,.,3,.,.,-0.6,-0.4,.,0,15,.
COc1ccc(CSc2nnnn2-c2ccc(C(=O)O)cc2)cc1,2.5,-2,-1,-1,i,1.5,-9,0,0,-1
O=C(CN1CCN(S(=O)(=O)c2ccccc2[N+](=O)[O-])CC1)NC(=O)NCc1ccco1,-1.5,6,4,0,0.5,.,18,-3,-7,3
O=C(O)c1cc(S(=O)(=O)N2CCCCC2)ccc1N1CCCC1,2.6,-2,-1,1,i,2.1,.,-1,8,.
CC(=O)[C@H]1CC[C@H]2[C@@H]3CC=C4C[C@@H](OS(=O)(=O)O)CC[C@]4(C)[C@H]3CC[C@]12C,.,2,-13,.,-0.4,5.5,.,-2,2,.
CCOc1ccccc1C1C(C#N)=C(SCC(=O)OC)NC(=O)C1C(=O)OC (configuration not stated),0.6,2,-12,0,.,-0.6,22,1,9,4
CC1CCN(c2c(NCc3ccc(C(=O)NCCc4ccc(Cl)cc4)cc3)c(=O)c2=O)CC1,4.0,-3,-1,-6,-0.1,-1.4,-4,-1,12,-1
CC(=O)Nc1nnc(C)s1,2.4,-1,-1,4,-0.6,-2.1,26,1,9,2
CC(C)(C)c1cc(NC(=O)C2(C)CCN2C(=O)c2ccccc2CCc2ccccc2)no1 (configuration not stated),.,.,.,.,-0.2,8.6,.,-2,-6,.
SMILES,Mtb UGM inh,MazEF act,PriA SSB inh,Rv3671c inh,BH1578 lux ind,BioA inh,DUSP3 inh,FBA Mtb inh,GDH-TPI inh,SARS 3CLpro inh
Cc1nnc(SCC(=O)N(C2CCCCC2)C2CCS(=O)(=O)C2)n1C (configuration not stated),-1.9,-3,-3,-4,-0.5,3.0,.,-2,11,.
COC(=O)c1ccccc1NC(=O)CNC(=O)c1ccc(OC)cc1,-1.2,10,-2,4,-0.4,2.8,15,-2,-3,-1
Cn1cc(CN2CCN(c3ccc(Cl)cn3)CC2)c(-c2ccccc2F)n1,-3.5,-1,2,8,-0.2,5.9,22,2,8,2
Cc1ccccc1OCC(=O)Nc1nc2ccccc2[nH]1,-0.4,3,-16,1,-0.2,.,13,1,5,-1
CSCCC(NC(=O)c1ccco1)C(=O)NCCc1ccc(Cl)cc1 (configuration not stated),.,9,1,2,5.6,-1.9,.,-3,3,.
Cc1nn(C)c(Oc2ccccc2)c1CCNS(=O)(=O)c1ccc(F)cc1,-1.4,-2,-13,0,-1.6,5.6,22,29*,9,0
N#C/C(=C/c1cn(-c2ccccc2)nc1-c1cccc(S(=O)(=O)N2CCCC2)c1)C(=O)NCc1ccco1,-3.8,-8,2,-59,-0.2,-2.6,-13,0,31*,3
CCOC(=O)CNC(=O)CSc1nnc(NC(=O)c2ccc3c(c2)OCO3)s1,1.2,0,-10,4,i,-1.9,-19,1,3,-4
Cc1ccc(S(=O)(=O)CCC(=O)OCC(=O)NC(=O)c2ccccc2)cc1,-0.1,1,-23,-3,0.6,-1.8,.,5,2,.
CCOC(=O)c1cc(-c2ccccc2C)nn1CC1CC(c2cccnc2)=NO1 (configuration not stated),-1.8,-2,-11,-5,i,1.1,.,-1,2,.
CC(=O)Nc1ccc(NC(=O)CSc2nnc(-c3ccccc3)n2Cc2ccc3c(c2)OCO3)cc1,0.1,1,1,-5,-0.6,1.3,43,0,8,3
O=C1CCC([N+](=O)[O-])C(c2ccc(Br)cc2)N1 (configuration not stated),3.2,2,7,3,-0.1,.,2,-5,0,2
COc1ccc(C(=O)NCCn2cc(SCC(=O)N3CCOCC3)c3ccccc32)cc1,-0.7,-11,9,1,-0.2,-4.9,45,0,12,1
O=C(NCc1ccccc1)C1=C[C@@H](c2csc3ccccc23)C[C@@H](OCCCCO)O1,-5.1,3,-9,-9,.,.,14,.,.,-3
O=C(ONc1ccc(N=NC(=O)c2ccccc2O)cc1)c1ccccc1,-0.8,1,-7,1,i,1.7,52*,0,5,2
CC1(C)CC(=O)c2cnc(N)nc2C1,-2.3,5,8,-5,-1.3,-4.5,23,-3,-1,-8
Cc1ccccc1CN1CCC(N2CCC(C(=O)NCC3CCCO3)CC2)CC1 (configuration not stated),0.7,-16,-3,-2,i,-2.0,32,4,-1,-3
O=[N+]([O-])c1ccccc1Oc1cnc2ccccc2n1,0.4,1,-9,4,-0.5,-0.3,5,-3,6,4
CCOC(=O)c1c(NC(=O)Cn2nc(C(F)(F)F)cc2C)sc(C)c1C,-0.3,-8,-8,0,-3.1,-6.2,17,-1,11,-1
COc1ccc(NC(=O)c2ccc(OC)c(S(=O)(=O)N3CCCCC3C)c2)cn1 (configuration not stated),1.8,-15,1,-5,i,5.5,.,-2,-9,.
OC(COc1ccc(-c2ccccc2)cc1)CN1CCCCC1 (configuration not stated),.,9,.,.,i,0.2,.,-4,-5,.

# Entries above that have a tert-butyl group:
SMILES,Mtb UGM inh,MazEF act,PriA SSB inh,Rv3671c inh,BH1578 lux ind,BioA inh,DUSP3 inh,FBA Mtb inh,GDH-TPI inh,SARS 3CLpro inh
CC(C)(C)C(=O)Nc1ccc(C(=O)OC2CCCCC2)cc1,0.4,7,-29&-15&-10,2,i,0.4,42,1,0,6
CN(Cc1ccccc1)C(=O)c1[nH]cnc1C(=O)NCc1ccc(CNC(=O)OC(C)(C)C)cc1,-1.5,3,-1,-7,i,0.9,.,-2,-3,.
CC(C)(C)c1cc(NC(=O)C2(C)CCN2C(=O)c2ccccc2CCc2ccccc2)no1 (configuration not stated),.,.,.,.,-0.2,8.6,.,-2,-6,.
